p97 inhibitor – inhibitors of human p97 ATPase, primary screen, biochemical; Transitional endoplasmic reticulum ATPase (Homo sapiens), P55072; recombinant p97 ATPase, Kinase-Glo ATP luminescence, 3 h; inhibition, % at 8 µM; 0.42% of 220,000 active; AID 1481, 2009; in the data active means inhibition above about 15%;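 further: 0% = DMSO vehicle and 100% = wells lacking enzyme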
NPY Y1 blocker – NPY-Y1 receptor antagonists, primary screen, cell-based. Neuropeptide Y receptor type 1 (Homo sapiens), P25929. HEK293-CNG Y1 cells, membrane potential fluorescence; NPY at EC95, then isoproterenol. inhibition, % at 3.6 µM. 1% of 200,000 active. AID 1040, 2008;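 active means inhibition above the campaign mean inhibition of all tested compounds plus 3 SD, cut at about 20% in these data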;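 further: 0% = DMSO wells given NPY plus isoproterenol and 100% = isoproterenol alone without NPY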
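Material: HEK293 Y1/CNG channel cell line; also added: NPY (25 nM), isoproterenol (1 µM), Ro 20-1724 (25 µM); doses: one concentration, 3.6 µM, in 0.4% DMSO; schedule: compound incubation 1 h at room temperature, readout 45 min post-stimulation; technique: membrane potential fluorescence; measure: fluorescence ratio normalized to % inhibition between controls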
S1P4 antagonist – S1P4 receptor antagonists, primary screen, cell-based. S1P4-expressing cells, antagonist mode, reporter read-out. inhibition, % at 4.98 µM. 0.26% of 220,000 active; in the data active means inhibition above about 29%;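 further: 0% = wells stimulated with agonist and 100% = vehicle wells without agonist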
S1P4 ag – S1P4 receptor agonists, primary screen, cell-based; S1P4-expressing cell line, agonist reporter assay; activation, % at 4.98 µM; AID 1509, 2009; Sphingosine 1-phosphate receptor 4 (Homo sapiens), O95977; 0.35% of 220,000 active; in the data active means activation above about 11%;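 further: 0% = DMSO vehicle and 100% = reference agonist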
EP2 antag – human EP2 receptor antagonists, primary screen, TR-FRET cAMP, C6 glioma cells. Prostaglandin E2 receptor EP2 subtype (Homo sapiens), P43116. C6 glioma cells expressing human EP2; cells stimulated with saturating PGE2. inhibition, % at 25 µM. 0.52% of 260,000 active. AID 1422, 2008;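 active means percent inhibition above 40 after rounding to a whole number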;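 further: rat C6 glioma host cells with rolipram phosphodiesterase inhibitor present; the protocol text gives 20 µM as final concentration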
NPY-Y2 PAM-ag – NPY-Y2 potentiators or agonists, primary screen, cell-based; Neuropeptide Y receptor type 2 (Homo sapiens), P49146; cells expressing NPY-Y2, potentiator/agonist read-out; activation, % at 3.6 µM; 0.45% of 220,000 active; AID 1359, 2008; in the data active means activation above about 27%;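 further: cells stimulated with NPY near EC25 plus isoproterenol at EC100; 0% = vehicle plus submaximal agonist and 100% = vehicle plus saturating agonist; some results beyond the cut were filed as inactive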
NPY1 pot ag – NPY-Y1 receptor potentiators or agonists, primary screen, cell-based; NPY-Y1 expressing cells, potentiator/agonist activation; activation, % at 3.6 µM; 0.37% of 220,000 active; in the data active means activation above about 33%, passing the limit was not always enough;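 further: cells stimulated with NPY at EC10 then isoproterenol at EC100; 0% = low agonist plus stimulus and 100% = saturating agonist plus stimulus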
eIF4E 4G PPI – eIF4E–eIF4G protein interaction inhibitors, primary screen, biochemical, uHTS, TR-FRET, eIF4GI fragment; Eukaryotic translation initiation factor 4E (Mus musculus) + Eukaryotic translation …; TR-FRET eIF4E-eIF4GI(517-606) binding, 2 h; inhibition, % at 21.7 µM; 0.37% of 220,000 active; AID 782, 2007;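 active means inhibition above about 30%, limit read from the data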;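 further: 0% = full FRET control wells and 100% = background wells lacking eIF4GI fragment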
Target sequence (P63073 whole entry, looked up, the tested form may be a part): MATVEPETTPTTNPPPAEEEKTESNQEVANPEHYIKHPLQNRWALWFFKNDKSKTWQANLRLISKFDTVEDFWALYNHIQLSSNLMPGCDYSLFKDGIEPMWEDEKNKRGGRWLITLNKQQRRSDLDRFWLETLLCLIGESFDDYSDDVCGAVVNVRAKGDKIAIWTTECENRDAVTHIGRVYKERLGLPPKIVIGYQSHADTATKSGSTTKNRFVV
Target sequence (Q04637 whole entry, looked up, the tested form may be a part): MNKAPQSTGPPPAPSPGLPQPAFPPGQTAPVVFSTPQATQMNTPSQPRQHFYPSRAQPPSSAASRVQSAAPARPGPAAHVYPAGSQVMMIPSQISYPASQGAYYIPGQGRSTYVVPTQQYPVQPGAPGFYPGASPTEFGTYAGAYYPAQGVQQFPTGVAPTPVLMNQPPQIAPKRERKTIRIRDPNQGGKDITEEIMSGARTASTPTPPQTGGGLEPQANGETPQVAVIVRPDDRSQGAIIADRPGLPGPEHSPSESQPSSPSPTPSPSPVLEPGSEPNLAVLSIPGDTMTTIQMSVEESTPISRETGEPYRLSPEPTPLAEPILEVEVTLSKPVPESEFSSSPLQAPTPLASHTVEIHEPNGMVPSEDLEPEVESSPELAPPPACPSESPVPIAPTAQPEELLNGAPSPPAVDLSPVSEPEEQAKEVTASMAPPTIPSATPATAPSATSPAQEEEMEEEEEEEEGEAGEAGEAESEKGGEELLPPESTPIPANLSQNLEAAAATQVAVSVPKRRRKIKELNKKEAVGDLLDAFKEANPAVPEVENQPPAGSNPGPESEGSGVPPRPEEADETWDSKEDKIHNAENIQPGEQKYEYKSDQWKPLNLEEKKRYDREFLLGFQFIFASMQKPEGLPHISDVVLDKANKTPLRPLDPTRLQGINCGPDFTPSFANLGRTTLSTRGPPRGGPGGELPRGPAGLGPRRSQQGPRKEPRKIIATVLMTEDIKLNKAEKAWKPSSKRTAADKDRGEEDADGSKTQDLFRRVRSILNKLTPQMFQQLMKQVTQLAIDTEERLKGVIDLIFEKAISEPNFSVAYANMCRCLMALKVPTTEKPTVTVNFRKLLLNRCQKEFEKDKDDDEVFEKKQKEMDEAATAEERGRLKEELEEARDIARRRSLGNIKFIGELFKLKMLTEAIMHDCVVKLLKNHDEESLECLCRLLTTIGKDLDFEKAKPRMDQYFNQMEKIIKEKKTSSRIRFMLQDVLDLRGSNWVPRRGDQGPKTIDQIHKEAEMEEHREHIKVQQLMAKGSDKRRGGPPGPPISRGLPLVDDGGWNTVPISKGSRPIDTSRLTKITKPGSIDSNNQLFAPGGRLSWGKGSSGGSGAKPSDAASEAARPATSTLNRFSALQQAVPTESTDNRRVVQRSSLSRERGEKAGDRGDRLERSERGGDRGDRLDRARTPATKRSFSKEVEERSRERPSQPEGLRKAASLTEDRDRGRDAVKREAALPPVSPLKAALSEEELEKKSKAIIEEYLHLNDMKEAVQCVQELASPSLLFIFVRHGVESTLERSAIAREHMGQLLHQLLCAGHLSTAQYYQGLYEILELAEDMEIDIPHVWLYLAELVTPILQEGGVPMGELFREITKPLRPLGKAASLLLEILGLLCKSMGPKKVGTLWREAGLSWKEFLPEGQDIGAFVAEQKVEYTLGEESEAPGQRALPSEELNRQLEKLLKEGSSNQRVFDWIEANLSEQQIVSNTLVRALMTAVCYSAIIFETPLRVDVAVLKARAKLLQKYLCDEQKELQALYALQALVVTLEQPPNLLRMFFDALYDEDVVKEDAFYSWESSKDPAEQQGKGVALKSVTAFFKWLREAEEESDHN
EP2 modulator – EP2 receptor modulators, cAMP readout, primary screen, cell-based, HTRF cAMP, PGE2 stimulation; Prostaglandin E2 receptor EP2 subtype (Homo sapiens), P43116; EP2-expressing cells, cAMP HTRF FRET, PGE2 co-stimulation; induction, % at 25 µM; 0.83% of 260,000 active;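 active means compounds whose cAMP rise, as percent of the full-agonist control response, exceeds 60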;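 further: rat C6 glioma line stably carrying human EP2 under a CMV promoter; the protocol text gives 20 µM as final concentration; 100% = response of wells given 1 µM PGE2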
Starred values were filed as active, the others as inactive; . = not tested or not shown; & = joins results of further samples; [ ] = remark or other dose. The list is partial. The share of hits here may be higher or lower than overall.

structure,S1P4 antagonist,EP2 modulator,NPY1 pot ag,NPY Y1 blocker,S1P4 ag,p97 inhibitor,EP2 antag,eIF4E 4G PPI,NPY-Y2 PAM-ag
O=C(O)Cn1ncc2c1-c1ccoc1CC2,6,9,2,2,-2.7,-3,8,1,-15
CC1CCN(C(c2ccc(N(C)C)cc2)c2nnnn2Cc2ccc(F)cc2)CC1 (configuration not stated),0,32,-22,-5,0.5,0,10,1,10
COc1ccc(-c2[nH]c(-c3cc(OC)c4c(c3)OCO4)nc2-c2ccccc2)cc1,-12,1,23,-6,0.2,6,7,2,20
COc1ccc(/C=C/C(=O)O)cc1S(=O)(=O)NCC1CCCO1 (configuration not stated),-18,10,-1,.,-1.6,-4,5,3,22
CSc1ccc(Cl)c(C(=O)Nc2ccc(N3CCOCC3)cc2)c1,-9,-29,13,-1,-1.1,-1,9,7,-1
O=C(Nc1cccc(C(=O)O)c1)/C(=C\c1ccccc1)NC(=O)c1ccccc1,-1,20,-3,5,-0.1,2,4,7,-8
Cc1csc(NC(=O)C2CCCO2)n1 (configuration not stated),4,16&-12,7,7,-2.6,5,1&4,0[fluorescence artefact?],13
CCNC(=O)NC(=O)C(C)Oc1ccc(C(=O)OC)cc1 (configuration not stated),-2,13,-23,0,2.9,-4,9,-6,-9

Four of the entries above in order of the NPY-Y2 PAM-ag value, falling:
SMILES	NPY-Y2 PAM-ag
COc1ccc(/C=C/C(=O)O)cc1S(=O)(=O)NCC1CCCO1 (configuration not stated)	22
COc1ccc(-c2[nH]c(-c3cc(OC)c4c(c3)OCO4)nc2-c2ccccc2)cc1	20
CC1CCN(C(c2ccc(N(C)C)cc2)c2nnnn2Cc2ccc(F)cc2)CC1 (configuration not stated)	10
O=C(Nc1cccc(C(=O)O)c1)/C(=C\c1ccccc1)NC(=O)c1ccccc1	-8

More compounds
structure,S1P4 antagonist,EP2 modulator,NPY1 pot ag,NPY Y1 blocker,S1P4 ag,p97 inhibitor,EP2 antag,eIF4E 4G PPI,NPY-Y2 PAM-ag
CCn1c(/C=C2/C(=O)N(C)c3ccccc32)nc2ccccc2c1=O,1,-9,-29,0,1.2,2,17,-9[fluorescence artefact?],3
O=C1COc2ccc(C(=O)COC(=O)c3cc(S(=O)(=O)NCc4ccccc4)ccc3O)cc2N1,-4,35,12,.,0.5,7,8,0,98*
COc1cc(C2C(C(=O)Nc3ccccc3OC)=C(C)Nc3ncnn32)ccc1O (configuration not stated),-15,0,4,3,1.3,5,8,-3,-18
CCc1nc(SCC(=O)N2CCN(c3ccccc3)CC2)c2c(=O)n(C)c(=O)n(C)c2n1,10,-10,-8,-4,-1.3,10,12,-2,-4
Cc1cc(C)c(NC(=O)CO/N=C2\CCCc3nonc32)c(C)c1,-21,12,-27,5,0.3,2,9,-1,-2
O=C(Nc1cccc([N+](=O)[O-])c1)c1ccc2nc(N3C(=O)CCC3=O)sc2c1,-6,-38,-8,-1,-0.3,5,85*,5[fluorescence artefact?],1
COCCCn1c(=O)/c(=C\c2cccc(OC)c2OC)s/c1=C(/C#N)C(=O)Nc1ccc(C(=O)O)cc1,-6,-5,-13,.,1.8,-2,8,-7,-12
N#Cc1c(NC(=O)COC(=O)C2CC3C=CC2C3)oc(-c2ccccc2)c1-c1ccccc1 (configuration not stated),8,36,4,0,-0.5,0,14,-1,3
COc1cccc(C(=O)CSc2nnc(-c3ccco3)n2CC2CCCO2)c1 (configuration not stated),-17,-11,-7,6,-3.4,-1,6,3,4
O=C(O)c1cc(S(=O)(=O)N2CCOCC2)ccc1N1CCCCC1,2,21,-5,5,-0.3,2,4,3,-6
COc1ccc2nc(/C=N/NC(=O)[C@H](CCSC)NC(=O)OC(C)(C)C)ccc2c1,-17,-44,5,1,0.2,3,5,20[fluorescence artefact?],2
Cc1ccc(C(=O)Oc2ccc([N+](=O)[O-])cc2)cc1S(=O)(=O)N1CCCCCC1,4,-45,-13,2,0.8,-1,8,-10,-17
O=S(=O)(c1cccs1)N1CCC(CO)(Cc2cccc(F)c2)CC1,-4,-74,16,0,4.2,3,7,3,2
COc1ccc(-c2noc(CSc3nc(N)c(-c4ccccc4)c(=O)[nH]3)n2)cc1,-6,-50,-1,13,-0.2,1,7,3,-4
CCOc1ncccc1C(=O)OC(C)C(=O)Nc1ccc(CC)cc1 (configuration not stated),-2,43,-14,10,-1.2,0,4,4,-4
O=S(=O)(c1ccc2nc(SCc3ccc(Cl)cc3)[nH]c2c1)N1CCOCC1,-21,-55,11,2,1.6,0,25,-3,12
CCOC(=O)c1sc(NC(=O)c2cncc(Br)c2)nc1C,-3,-4,-28,-2,-0.6,2,4,-1[fluorescence artefact?],3
CCOc1ccc(C(=O)NC2=NCCS2)cc1,-9,-11,-7,-1,-0.6,3,9,-6,4
COc1ccc(OC)c(CN2CCN(Cc3cccc4ccccc34)CC2)c1,7,39,-29,9,0.3,1,6,0,-19
O=C(CC1CCCCC1)N1CCC(c2nc(-c3ccc(S(=O)(=O)N4CCCC4)cc3)no2)CC1,-4,7,23,11,0.3,-3,20,5,-6
Cc1ccc(-c2cc(C(F)F)nc(NCc3cccnc3)n2)cc1,-10,-45,-7,9,-2.0,1,4,.,-11
COc1ccc(CN2C(=O)c3ccccc3C2C(=O)NCCc2ccccc2)c(OC)c1 (configuration not stated),24,-7,-16,1,-0.2,-4,2,-4,-14
N=C1/C(=C\c2coc3ccccc3c2=O)C(=O)N=C2SC(c3ccncc3)=NN12,-11,-8,12,.,-0.1,32*,9,12,-12
Cc1ccccc1-n1c(Cn2c(=O)sc3ccccc32)nnc1SCC(=O)N1CCCC1,-3,56,5,1,0.5,4,.,-5,-12
Cc1nc(Nc2ccc3c(c2)OCCO3)c2c(C)c(C)sc2n1,-6,-5,-9,-7,2.5,1,2,-4,0
CC(=O)Nc1ccc(OC(=O)CC2SC(=O)NC2=O)cc1 (configuration not stated),6,13,12,2,1.5,6,3,-1[fluorescence artefact?],17
CCOC(=O)CN(Cc1sccc1C)C(=O)Nc1ccc(OC)cc1OC,-6,0,-35,11,-0.9,3,3,-3,13
O=C1c2ccc(-c3nc4ccccc4o3)cc2C(=O)N1Cc1cccnc1,1,.,-23,-2,1.8,2,6,.,2
O=C(Nc1cc(=O)[nH]c2ncnn12)c1ccccc1Cl,-2,10,-8,-5,1.5,2,8,4,-9
Cn1c(Cn2c(=O)sc3ccccc32)nnc1SCC(=O)Nc1ccc(Cl)cc1,1,-3,3,1,-1.2,6,3,-3[fluorescence artefact?],14
COC(=O)n1c(SC)nc2ccccc21,11,-9,-16,-2,-2.3,-2,16,0,1
O=C(O)c1cc(S(=O)(=O)Nc2ccc3oc(=O)sc3c2)ccc1O,10,-7,-6,7,0.8,6,13,-1,-11

Full records from above. Values in the order: S1P4 antagonist | EP2 modulator | NPY1 pot ag | NPY Y1 blocker | S1P4 ag | p97 inhibitor | EP2 antag | eIF4E 4G PPI | NPY-Y2 PAM-ag
COC(=O)n1c(SC)nc2ccccc21 reads 11 | -9 | -16 | -2 | -2.3 | -2 | 16 | 0 | 1
Cn1c(Cn2c(=O)sc3ccccc32)nnc1SCC(=O)Nc1ccc(Cl)cc1 reads 1 | -3 | 3 | 1 | -1.2 | 6 | 3 | -3[fluorescence artefact?] | 14
O=C(O)c1cc(S(=O)(=O)Nc2ccc3oc(=O)sc3c2)ccc1O reads 10 | -7 | -6 | 7 | 0.8 | 6 | 13 | -1 | -11
CC(=O)Nc1ccc(OC(=O)CC2SC(=O)NC2=O)cc1 (configuration not stated) reads 6 | 13 | 12 | 2 | 1.5 | 6 | 3 | -1[fluorescence artefact?] | 17
Cc1nc(Nc2ccc3c(c2)OCCO3)c2c(C)c(C)sc2n1 reads -6 | -5 | -9 | -7 | 2.5 | 1 | 2 | -4 | 0

3 entries out of the list, ordered by molecular weight, smallest number first.
structure,S1P4 antagonist,EP2 modulator,NPY1 pot ag,NPY Y1 blocker,S1P4 ag,p97 inhibitor,EP2 antag,eIF4E 4G PPI,NPY-Y2 PAM-ag
CC(=O)Nc1ccc(OC(=O)CC2SC(=O)NC2=O)cc1 (configuration not stated),6,13,12,2,1.5,6,3,-1[fluorescence artefact?],17
Cc1nc(Nc2ccc3c(c2)OCCO3)c2c(C)c(C)sc2n1,-6,-5,-9,-7,2.5,1,2,-4,0
Cn1c(Cn2c(=O)sc3ccccc32)nnc1SCC(=O)Nc1ccc(Cl)cc1,1,-3,3,1,-1.2,6,3,-3[fluorescence artefact?],14

Next section:
structure,S1P4 antagonist,EP2 modulator,NPY1 pot ag,NPY Y1 blocker,S1P4 ag,p97 inhibitor,EP2 antag,eIF4E 4G PPI,NPY-Y2 PAM-ag
CCOC(=O)C1CCN(C(=O)Cn2cc(C(=O)c3ccco3)c3ccccc32)CC1,-14,18,10,3,2.5,-3,20,-5,11
O=C(c1ccc(Cl)cc1)c1cnc2ccccn12,8,-11,-1,-1,-1.8,0,12,-2,2
CCOc1ccc(S(=O)(=O)n2cc(-c3ccc(F)cc3)c(N)n2)cc1,-7,-4,12,-4,-2.6,1,4,3,-3
O=C(NCCC1=CCCCC1)C1CCN(S(=O)(=O)c2cccc3nonc23)CC1,-1,-6,-5,9,2.0,-7,14,-6,-3
O=C(CNC(=O)c1ccc(Br)cc1)OCc1cc([N+](=O)[O-])cc2c1OCOC2,9,18,2,2,0.7,11,3,6,-7
Cc1sc(NC(=O)CSc2nnnn2C(C)C)c(C#N)c1C,-2,0,-1,.,2.8,1,3,-2,-5
COc1ccc(NS(=O)(=O)c2ccc3c(c2)oc(=O)n3C)c(OC)c1,-3,-23,-3,1,-2.4,0,6,-9,2
CCOCCCNC(=O)C(NC(=O)Cc1cccs1)c1ccc(OC)cc1 (configuration not stated),7,11,-4,0,0.8,4,11,1,-14
Cc1ccc(-c2csc(NC(=O)CSc3nc4ccccc4[nH]3)n2)cc1,-13,-30,21,3,1.0,-3,7,17,-1
COc1cc2c(c(OC)c1OC)CCc1cnoc1-2,-18,15,-1,.,0.4,4,1,1,-12
CC(C)c1onc(C(=O)N2CCN(Cc3ccccc3)CC2)c1[N+](=O)[O-],-3,-28,-14,-3,0.0,4,5,2,9
O=C(c1cccs1)N1CCC(c2nc(-c3ccc(S(=O)(=O)N4CCOCC4)cc3)no2)CC1,-14,-17,41,-6,-1.3,-2,5,8,1
Cc1ccc(NC(=O)N2CCN(c3ncccc3C(F)(F)F)CC2)cc1,15,-25,11,.,0.8,-1,12,-4,-7
COc1ccc(CNC(=O)CN(CC2CCCO2)C(=O)CNS(=O)(=O)c2ccc(F)cc2)cc1 (configuration not stated),-24,41,8,-6,-0.4,-3,11,2,10
O=C(CSc1ccc(F)cc1)Nc1ccccc1Br,-7,1,11,-1,1.0,15*,7,-1,-16
CCC(CC)NC(=O)Nc1ccc(F)cc1F,-2,-10,-6,-5,0.7,-3,5,2,-17
CN(C)S(=O)(=O)c1cccc(C(=O)c2nccn2C)c1,-17,7,11,-5,0.7,7,9,-4,-13

Screening data (PubChem)
